NPC1 prom act = NPC1 promoter activation; Huh7 NPC1 promoter luciferase reporter, 24 h; Potency, µM (doses to about 9.22 µM), inactives show at the highest dose activation, usual class: activators; 320,000 compounds, 2.4% hits; AID 485313;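 further: potency means the concentration at half of the fitted maximal effect; % of control where 0% means no effect; nearly all actives have a fitted effect of over 60% in size; reporter is driven by a mutant NPC1 promoter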
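Luminescence from an NPC1 promoter-driven luciferase reporter in stably transfected Huh7 cells was measured after 24 h compound treatment at 37 °C, followed by 10 min ambient incubation with luciferase detection reagent.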
KCNH2 3.1 block = blocks the human KCNH2 3.1 channel isoform; 340,000 compounds, 0.95% hits; activity change, % (tested at about 1.8 µM); U2OS KCNH2 3.1, thallium flux FluxOr; stronger effect = lower value; AID 720553;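 active means maximum activity change below -70%; inconclusive means maximum activity change from -70% to -50%; inactive means maximum activity change above -50%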;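 further: thallium influx rate constant from kinetic fluorescence after stimulation buffer; on the % scale 0 is the no-effect control and ±100 the full control effect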
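Channel expression came from 3.1 mutant virus (1.77 x 10^8 /mL) applied to suspended U2OS cells for 4 h. Flux was tracked with FluxOr dye plus Red40 quencher, and kinetic rate constants normalized to controls.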
ELG1 DNA repair = inhibitors of ELG1-dependent DNA repair in HEK293T cells; AID 504467; 330,000 compounds, 2.3% hits; Potency, µM (series often up to 46.1 µM), for the others: at the top dose activity change, negative = inhibition, usual class: inhibitors; HEK293T ELG1-luciferase reporter, luminescence, 16 h; DNA damage induced by 5-fluorouridine; further: potency means the concentration at half of the fitted maximal effect; on the % scale 0 is the no-effect control and ±100 the full control effect; nearly all actives have a fitted effect of over 55% in size
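Step one: seed 2,000 cells per well. Step two: pin-transfer compound or DMSO alongside 5-fluorouridine. Step three: incubate 16 hr, 37 °C, 5% CO2. Step four: add ONE-Glo, wait 30 min, read luminescence.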
Mito fusion act = blocks mitochondrial division or promotes mitochondrial fusion; AID 485298; Potency, µM (titrated, usually from 46.1 µM), for the others: at the highest dose growth rescue (activation), most hits filed as activators; 320,000 compounds, 0.23% hits; S. cerevisiae fusion-defective mutant growth rescue, CellTiterGlo 48 h;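 further: potency means the concentration at half of the fitted maximal effect; % of control where 0% means no effect; nearly all actives have a fitted effect of over 45% in size; temperature-sensitive fusion mutants such as fzo1-1 at 37 °C on non-fermentable ethanol glycerol medium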
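Temperature-sensitive fusion-defective S. cerevisiae (e.g. fzo1-1, mgm1-5) were grown with compound in YPEG medium (3% ethanol, 3% glycerol) for 48 hours at 37C. Growth rescue was measured as viability by CellTiterGlo luminescence after 10 minutes at ambient.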
FLuc counter = firefly luciferase modulation, counter-screen for miR-21 project | P08659 | purified FLuc, Km substrates, luminescence inhibition | Potency, µM (series often up to 57.5 µM), for inactives: top-dose activity change, negative = inhibition, actives largely listed as inhibitors | 360,000 compounds, 6.9% hits;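 further: potency means the concentration at half of the fitted maximal effect; plate controls were vehicle for no effect and reference inhibitor for full effect; nearly all actives have a fitted effect of over 55% in size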
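Purified P. pyralis luciferase (10nM final) with 10uM D-luciferin and 10uM ATP (Km levels) in 50mM Tris acetate pH 7.5, 10mM Mg acetate, 0.01% Tween-20, 0.05% BSA; qHTS 6-point titration, ~60 µM downward; luminescence read.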
RORgamma inh = inhibitors of mouse ROR gamma transcriptional activity. Drosophila S2 Gal4-RORgamma UAS-luciferase reporter, 20 h. P51450. Potency, µM (series often up to 53.6 µM), inactives show top-dose activity change, negative = inhibition, hits mostly inhibitors. AID 2551. 310,000 compounds, 5.4% hits; further: potency means the concentration at half of the fitted maximal effect; on the % scale 0 is the no-effect control and ±100 the full control effect; nearly all actives have a fitted effect of over 60% in size
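Stable Schneider cell line, Gal4 DNA-binding domain fused to ROR gamma, UAS-luciferase. Cmpd 1 hr RT → CuSO4 700 uM final → 20 hr RT → luciferase reagent 10 min → luminescence.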
Rab9 promoter act = activates the Rab9 promoter. Huh7 Rab9 promoter-luciferase reporter, luminescence, 24 h. Potency, µM (top dose mostly 9.22 µM), for the others: at the top dose activation, negative = inhibition, hits mostly activators. 320,000 compounds, 2.8% hits; further: potency means the concentration at half of the fitted maximal effect; % of control where 0% means no effect; nearly all actives have a fitted effect of over 60% in size
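Cell-based reporter: Huh7 stable for Rab9 promoter-driven luciferase, plated in reduced-serum medium with 10% FBS at 1500 cells/well, compound-treated 24 h at 37 °C, luminescence read after 10 min reagent.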
Menin MLL FP TR = displaces Texas Red mutant MLL peptide from human menin | O00255 | Menin + Texas Red MLL mutant peptide, fluorescence polarization | Potency, µM (titrated, usually from 61.6 µM), for the others: at the highest dose FP activity change, negative = inhibition, actives largely listed as inhibitors | 270,000 compounds, 0.23% hits | AID 1768; active means well fitted inhibition curve with a large enough effect in the polarisation, with a control signal flat, not every such curve was filed as active; inconclusive means small, poorly fitted or top-dose-only effect, or effect the other way, or a change in a side signal; inactive means no such curve, though single readings can be large or run the other way; the % refers to the polarisation; further: potency means the concentration at half of the fitted maximal effect; % of control where 0% means no effect; many of its hits are not listed in these tables
Target sequence (O00255 whole entry, looked up): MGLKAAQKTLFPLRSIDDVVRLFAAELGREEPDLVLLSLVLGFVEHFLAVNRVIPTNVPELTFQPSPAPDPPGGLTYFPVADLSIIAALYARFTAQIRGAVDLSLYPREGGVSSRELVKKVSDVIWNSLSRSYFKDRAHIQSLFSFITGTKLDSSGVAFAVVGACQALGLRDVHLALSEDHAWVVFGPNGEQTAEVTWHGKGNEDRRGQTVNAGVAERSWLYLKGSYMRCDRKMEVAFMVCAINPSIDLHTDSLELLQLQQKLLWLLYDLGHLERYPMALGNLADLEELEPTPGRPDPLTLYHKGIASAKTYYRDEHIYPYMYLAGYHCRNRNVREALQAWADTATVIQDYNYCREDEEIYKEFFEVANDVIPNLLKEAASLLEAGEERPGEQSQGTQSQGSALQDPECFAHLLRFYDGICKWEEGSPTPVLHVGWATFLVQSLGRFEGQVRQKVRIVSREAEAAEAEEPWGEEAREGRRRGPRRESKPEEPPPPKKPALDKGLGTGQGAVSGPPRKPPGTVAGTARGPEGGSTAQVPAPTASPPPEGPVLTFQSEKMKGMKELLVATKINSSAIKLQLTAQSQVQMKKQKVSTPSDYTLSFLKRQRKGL
MBNL1-CUG inh = blocks human MBNL1 binding to CUG repeat RNA; Potency, µM (highest dose often 57.5 µM), for the others: at the highest dose activity change, negative = inhibition, most hits filed as inhibitors; 280,000 compounds, 0.036% hits; TR-FRET MBNL1-His/biotin-(CUG)12 binding, 665/545 ratio; Q9NR56; active means well fitted inhibition curve with a large enough effect in the signal ratio, with a control signal flat, not every such curve was filed as active; inconclusive means small, poorly fitted or top-dose-only effect, or effect the other way, or a change in a side signal; inactive means no such curve, though single readings can be large or run the other way; the % refers to the signal ratio; further: potency means the concentration at half of the fitted maximal effect; on the % scale 0 is the no-effect control and ±100 the full control effect
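TR-FRET between His-tagged MBNL1 and biotin-(CUG)12 RNA, detected with Tb anti-His antibody (0.055 ng/ul) and streptavidin-XL665 (5 nM), 60 min at room temperature. Compounds titrated 92 nM to 58 uM; 665/545 nm ratio normalized to buffer and complex controls.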
Gal4-VP16 FLuc = Gal4-VP16 reporter inhibition counter-screen; AID 2546; Potency, µM (titrated, usually from 53.6 µM), without a hit: top-dose activity, negative = inhibition, usual class: inhibitors; Drosophila S2 Gal4-VP16 UAS-luciferase, luminescence, 20 h; 310,000 compounds, 3.5% hits;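 further: Gal4-VP16 expression switched on by copper sulfate through the metallothionein promoter; potency means the concentration at half of the fitted maximal effect; on the % scale 0 is the no-effect control and ±100 the full control effect; nearly all actives have a fitted effect of over 50% in size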
PKM2 activator = increases activity of human pyruvate kinase M2; 260,000 compounds, 0.34% hits; Potency, µM (series often up to 57.5 µM), for inactives: top-dose activation, actives largely listed as activators; AID 1631; purified PKM2, Kinase-Glo ATP luminescence, activation; response scale: 0% is enzyme alone, no compound; P14618; further: potency means the concentration at half of the fitted maximal effect; on the % scale 0 is the no-effect control and ±100 the full control effect; nearly all actives have a fitted effect of over 55% in size
Target sequence (P14618 whole entry, looked up): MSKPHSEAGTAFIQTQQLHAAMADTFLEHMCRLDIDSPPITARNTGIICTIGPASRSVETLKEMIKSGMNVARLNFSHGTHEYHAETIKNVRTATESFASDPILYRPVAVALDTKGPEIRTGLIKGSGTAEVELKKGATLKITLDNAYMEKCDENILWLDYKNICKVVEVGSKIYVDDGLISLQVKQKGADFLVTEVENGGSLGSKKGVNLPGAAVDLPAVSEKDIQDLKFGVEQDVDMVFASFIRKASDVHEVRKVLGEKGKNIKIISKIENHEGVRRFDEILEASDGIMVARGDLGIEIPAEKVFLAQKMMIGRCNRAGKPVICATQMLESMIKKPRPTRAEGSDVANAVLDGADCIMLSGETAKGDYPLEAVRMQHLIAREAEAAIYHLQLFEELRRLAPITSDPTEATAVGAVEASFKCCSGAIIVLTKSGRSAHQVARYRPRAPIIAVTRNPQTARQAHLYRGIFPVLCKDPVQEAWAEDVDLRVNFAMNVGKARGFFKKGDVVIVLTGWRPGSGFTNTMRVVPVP
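ATP formation by purified human PK-M2, quantified via coupled luciferase luminescence after 1 h at room temperature with 0.1 mM ADP and 0.5 mM PEP final.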
Starred values were filed as active, the others as inactive; ? = inconclusive; . = not tested or not shown; [ ] = remark or other dose. Unless noted, the call rests on the fitted dose curve; in most records, active means well fitted curve in the direction sought with a large enough effect; inconclusive means small, poorly fitted or top-dose-only effect, or another doubt; inactive means no such curve, though single readings can be large; an effect the other way counts as inactive or inconclusive. Only part of the results is shown. The share of hits here may be higher or lower than overall.

SMILES | NPC1 prom act | KCNH2 3.1 block | ELG1 DNA repair | Mito fusion act | FLuc counter | RORgamma inh | Rab9 promoter act | Menin MLL FP TR | MBNL1-CUG inh | Gal4-VP16 FLuc | PKM2 activator
CN(C)S(=O)(=O)c1ccc(NC(=O)COC(=O)c2n[nH]c3ccccc23)cc1 | -4% | 8 | ? | 1% | -1% | -16% | -5% | ? | 15% | 8.9µM* | ?
Cc1c2cnn(CC(=O)NCCN3CCOCC3)c(=O)c2c(C)n1Cc1ccc(F)cc1 | -1% | 10 | 10% | -2% | 2% | -8% | 0% | -1% | 14% | 1% | 5%
c1cnc(-c2noc(CN3CCN(C4C5CC6CC(C5)CC4C6)CC3)n2)cn1 (stereo unspecified) | 0% | 24 | 12% | 1% | 3% | -10% | -4% | 1% | 5% | -2% | -5%
CS(=O)(=O)N(CC(=O)Nc1cccc(F)c1)Cc1ccccc1 | 0% | 3 | 3% | 1% | 0% | 25% | 2% | -15% | 1% | 16% | 7%
COc1ccc(C(=O)c2c(NC(C)=O)sc3c2CCN(C(=O)OC(C)(C)C)C3)cc1 | -8% | 14 | ? | 1% | 2% | 15% | 2% | . | -16% | -10% | 5%
O=C(NC1CCCCC1)[C@H](O)[C@@H](O)C(=O)NC1CCCCC1 | -1% | -9 | -2% | 0% | 7% | -1% | -6% | 2% | 2% | -2% | -3%
Cc1ccc(S(=O)(=O)Nc2ccccc2C(=O)N2CCCC2)cc1 | 0% | 7 | -10% | 6% | 4% | -20% | -5% | . | 0% | 0% | 2%
Cc1ccc(Cn2ccsc2=NC(=O)COC(=O)C(C)C)cc1 | -6% | 1 | 1% | 0% | 6% | 14% | -1% | . | -1% | 1% | 4%
Nc1nc2ccc(NC(=O)c3ccco3)cc2s1 | ? | -5 | ? | -8% | 15µM* | 10% | ? | -9% | 3% | ? | -2%
COc1ccc2c(c1)cc(C)c1nnc(SCC(=O)N3CCN(C(=O)c4ccco4)CC3)n12 | 1% | 0 | -17% | 2% | 1% | -4% | 6% | -10% | 1% | 3% | -7%
O=C(CCOc1ccccc1)Nc1ccnn1C1CCN(Cc2ccc(O)cc2)CC1 | -2% | -19 | -3% | 1% | 3% | 25% | 23% | . | -4% | -3% | -6%
Cc1nc(SCC(=O)N(C)C2(C#N)CCCCC2)c2ccccc2n1 | 0% | 9 | ? | 7% | 24µM* | . | -8% | . | . | . | .
CCOC(=O)N1CCN(Cc2nnc(-c3ccccc3C)o2)CC1 | -3% | 1 | 11% | ? | 1% | 26% | 9% | . | 0% | -29% | .
C/C(=N\Nc1nc(-c2ccccc2O)nc2ccccc12)c1ccccc1 | 15% | -9 | 1% | 5% | ? | 4.5µM* | 17% | ? | 0% | ? | 6%
CNS(=O)(=O)c1cccc(C(=O)OCC(=O)c2ccc(S(=O)(=O)N3CCCCC3)cc2)c1 | 1% | 3 | 15% | -2% | 1% | . | 1% | . | . | . | .
OCCC1CN(Cc2c(F)cccc2Cl)CCN1C1CCCCC1 (stereo unspecified) | -1% | -12 | 19% | -2% | 1% | -5% | -4% | 2% | -3% | 1% | -3%
COc1ccc(N2CCN(C(=O)COC(=O)Cc3cccc(OC)c3)CC2)cc1 | -4% | -6 | 9% | -2% | 4% | . | 2% | . | . | . | .
Cc1ccc(/C=N\NC(=O)Cc2noc3ccccc23)cc1 | -10% | 7 | ? | -12% | -3% | -4% | 4%[1.84 µM] | 20% | -3% | -11% | .
O=C(Nc1cccc(Cn2cccn2)c1)c1cc2c(s1)CCCC2 | 0.11µM* | 5 | ? | 13% | ? | 1% | 0.35µM* | 9% | 2% | -13% | -2%
CCc1ccc(NC(=O)c2ccc3nc(N)sc3c2)cc1 | ? | -15 | ? | ? | 12µM* | ? | ? | . | -1% | 8% | -4%
COc1ccc(C(=O)c2ccc(Cl)cc2)cc1 | 15% | -13 | ? | 1% | ? | 3% | 27% | -9% | -3% | -2% | -6%
NC(=O)C1(N2CCCCC2)CCN(C(=O)CSc2nc(C(F)(F)F)cc(=O)[nH]2)CC1 | -2% | 14 | 1% | -2% | 2% | 2% | -2% | 7% | -2% | 0% | -5%
NC(=O)C1CCN(C(=O)c2cccc(S(=O)(=O)N3CCc4ccccc4C3)c2)CC1 | -4% | 17 | 2% | -2% | 8% | -22% | -1% | -2% | 2% | -5% | 0%
CN1C(=O)Cn2c1nc1ccccc12 | -1% | 12 | -2% | -4% | 3% | -8% | 0% | 0% | -5% | 1% | -2%
Cc1cc(/C=C2\SC(=S)NC2=O)c(C)n1C | 3% | 2 | 16% | 2% | 27µM* | -19% | -7% | 58%[activator] | 9% | 20% | -2%
COc1ccc(C(=O)N2CCC(C(=O)Nc3ccc4c(c3)OCO4)CC2)cc1 | -5% | -47 | 13% | -6% | 7% | -2% | -2% | -1% | . | -27% | 0%
Cc1ccc(C(=O)Nc2ccccc2Oc2ccccc2)cc1[N+](=O)[O-] | 11% | -7 | -7% | 19% | 2% | 13% | -2% | 15% | 6% | -3% | 2%
COc1ccc(C2C(C#N)=C(N)Oc3cc(C)n(CCN4CCOCC4)c(=O)c32)cc1OC (stereo unspecified) | -2% | 11 | -4% | -1% | 5% | -3% | 2% | -4% | -8% | -24% | 4%
Cc1ccc2c(cnn2C(=O)CCC(=O)NC2CCCC2)c1 | 2% | 17 | 2% | -3% | -14% | -23% | -5% | -15% | -3% | 3% | 3%
O=C(Cc1ccccc1)NNC(=S)Nc1ccc(Cl)cc1 | -2% | -8 | -11% | 8% | 0% | ? | 18% | 11% | -6%[11.5 µM] | ? | 0%
Oc1c(Cl)cc(Cl)cc1C=Nc1cc(C(F)(F)F)ccc1N1CCc2ccccc2C1 | ? | 1 | ? | -10% | 1.9µM* | ? | ? | ? | 4% | ? | -9%
CCOc1ccc(N)c(SSc2cc(OCC)ccc2N)c1 | ? | -1 | ? | -56%[inhibitor] | ? | 7.9µM* | 23% | ? | 3% | 6.3µM* | .
CCCCOC(=O)Nc1cccc(C(C)=O)c1 | 23% | 4 | ? | -8% | ? | -11% | ? | 5% | -9% | -13% | 5%
Nc1c(C(=O)Nc2ccc(F)cc2)sc2nc(-c3ccco3)ccc12 | 25% | -13 | ? | 6% | ? | -2% | 3% | ? | ? | -6% | -1%
COCCCNC(=S)NNC(=O)c1ccc2c(c1)OCO2 | 28% | 5 | ? | 2% | 0% | -52% | 13% | -2% | 4% | 1% | 1%
CSCC[C@H](NC(=O)[C@@H]1Cc2ccccc2CN1)C(=O)Nc1ccc2c(c1)OCCO2 | ? | 3 | ? | -13% | 15µM* | -16% | ? | -29% | 0% | 10% | .
C=CCN(CC=C)C(=S)NC(=O)c1ccc(C)c(Br)c1 | -3% | . | -6% | ? | -2% | 0.28µM* | 2% | 5% | -3% | 0.13µM* | 3%
COc1ccc(OC)c(-n2c(SCC(=O)Nc3cc(C)on3)nnc2-c2c[nH]c3ccccc23)c1 | 0% | 1 | -25% | 0% | -14% | 12% | -1% | 2% | -1% | 9% | 0%
Cc1nnsc1SC(C)C(=O)O (stereo unspecified) | 1% | -2 | 4% | -2% | 2% | 0% | -1% | -18% | -3% | -6% | 10%
Cc1cccc(N2CCN(CC(O)COc3ccc(Cl)cc3)CC2)c1 (stereo unspecified) | -1% | -79* | 9% | -31% | -3% | -20% | -3% | -27% | -10% | -11% | -9%
O=C(Nc1ccc(Cl)cc1)C1CCCN(c2cnccn2)C1 (stereo unspecified) | -1% | 1 | 8% | -3% | -20% | -1% | 8% | . | -4% | -19% | .
COc1ccc(Br)cc1/C=N/Nc1cccc(C(=O)O)c1 | 3.2µM* | . | ? | -3% | 21µM* | ? | 1.6µM* | 6% | -1% | ? | 2%
COc1ccc(CC(=O)OCCN(C)C)cc1 | 3% | -4 | 0% | -6% | 0% | 16% | 2% | -5% | -13% | -4% | -16%
O=[N+]([O-])C(/C=C(/Cl)[N+](=O)[O-])=C(N1CCCCC1)N1CCCCC1 | 2% | 15 | 15% | 5% | 0% | -39% | -3% | . | 7% | ? | -2%
O=C(Cc1cccs1)N1CCN(S(=O)(=O)c2ccccc2)CC1 | -1% | -1 | 6% | 1% | 1% | 19% | 9% | -23% | ? | 5% | 26%
